High-throughput results deposited in PubChem BioAssay by National Center for Advancing Translational Sciences (NCATS).
FH mod = Identification of activators of human fumarate hydratase by quantitative high-throughput screening | 0.22% of 54,000 active | FH coupled MDH/diaphorase resazurin fluorescence, 15 min | Fumarate hydratase, mitochondrial (Homo sapiens), P07954 | AID 1347055, 2019 | Potency, µM (highest dose often 79.9 µM), without a hit: top-dose activity change, negative = inhibition, actives largely listed as inhibitors; note: potency is the fitted concentration of half-maximal effect; % is set by controls: 0 for no effect and ±100 for the full control effect; the screen sought activators but most active calls are inhibition curves; nearly all actives have a fitted effect of over 45% in size
GALK inhibitor = GALK (human) enzyme inhibition. recombinant GALK, Kinase-Glo ATP luminescence, 1 h. Potency, µM (doses to about 57.5 µM), for the others: top-dose activity, negative = inhibition, actives largely listed as inhibitors. 44,000 tested, under 10 active;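 note: plate controls were full GALK reaction for no effect and reaction lacking GALK for full effect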
Target sequence (P51570 whole entry, looked up): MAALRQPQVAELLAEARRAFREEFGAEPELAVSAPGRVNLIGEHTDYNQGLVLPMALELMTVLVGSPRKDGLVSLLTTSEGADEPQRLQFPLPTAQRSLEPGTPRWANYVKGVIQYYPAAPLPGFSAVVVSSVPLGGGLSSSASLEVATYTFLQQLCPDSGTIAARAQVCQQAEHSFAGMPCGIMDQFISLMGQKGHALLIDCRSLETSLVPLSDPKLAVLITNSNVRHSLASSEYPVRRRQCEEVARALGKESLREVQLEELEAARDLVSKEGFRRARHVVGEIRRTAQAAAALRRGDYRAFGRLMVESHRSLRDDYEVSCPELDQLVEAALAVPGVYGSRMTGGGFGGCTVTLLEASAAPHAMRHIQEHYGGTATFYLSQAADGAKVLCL
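Compounds were pinned into ATP buffer, then GALK-galactose mix was added (final 5 nM enzyme, 35 uM ATP, 100 uM galactose, pH 8.0). After 1 h at room temperature, Kinase-Glo Plus was added and luminescence read.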
NTMT1 inhibitor = inhibitors of human N-terminal methyltransferase NTMT1; Potency, µM (highest dose often 114 µM), inactives show at the highest dose activity change, negative = inhibition, hits mostly inhibitors; 2.5% of 59,000 active; Q9BV86; NTMT1 MTase-Glo SAH luminescence, purified enzyme;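 note: potency is the fitted concentration of half-maximal effect; plate controls were DMSO vehicle for no effect and no enzyme for full effect; nearly all actives have a fitted effect of over 65% in size; many of its hits are not listed in these tables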
Target sequence (Q9BV86 whole entry, looked up): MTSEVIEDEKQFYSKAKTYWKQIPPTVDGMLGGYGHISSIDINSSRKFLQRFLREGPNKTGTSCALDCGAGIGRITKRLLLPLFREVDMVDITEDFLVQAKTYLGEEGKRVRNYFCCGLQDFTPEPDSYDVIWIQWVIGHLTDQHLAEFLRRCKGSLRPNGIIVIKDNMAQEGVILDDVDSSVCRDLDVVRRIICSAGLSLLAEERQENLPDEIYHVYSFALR
p53null 32C tox = p53 null cell cytotoxicity, permissive temperature; H1299-neo p53 null cells, ATP luminescence, 24 h, 32C; Potency, µM (highest dose often 46.1 µM), without a hit: at the top dose activity change, negative = cytotoxicity, most hits filed as cytotoxic; 0.62% of 55,000 active;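 note: potency is the fitted concentration of half-maximal effect; 0% = DMSO only and -100% = full killing by 100 µM tamoxifen; nearly all actives have a fitted effect of over 55% in size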
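H1299-neo (p53-null) cells, 600/well, were pre-incubated overnight at 37C, then exposed to compounds at up to 46 uM for 24 hr at 32C. Viability was measured as ATP content by luminescence, and AC50 values came from Hill fits.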
PTAP-TSG101 blk = blocks PTAP binding to human TSG101, validation; 44,000 tested, under 10 active; Potency, µM (titrated, usually from 115 µM), without a hit: at the top dose activity change, negative = inhibition, hits mostly inhibitors; Fluorescence polarization, FITC-PTAP peptide/Tsg101, 20 min; note: potency is the fitted concentration of half-maximal effect; 0% is about no effect
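Steps: Tsg101 binding domain (10 uM final) in HEPES pH 7.5/NaCl/Tween 20/EDTA/TCEP; add compound; add FITC-PTAP peptide (50 nM final); incubate 20 min r.t.; read polarization.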
B2AR arrestin ag = ADRB2 beta-arrestin recruitment; Potency, µM (titrated, usually from 46.1 µM), for the others: at the highest dose activation, hits mostly activators; HTLA Tango cells, beta-arrestin recruitment, luciferase luminescence, 18 h; P07550; AID 1347077; 44,000 tested, under 10 active;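 note: potency is the fitted concentration of half-maximal effect; 0% = DMSO and full agonism = EC100 isoproterenol or metaproterenol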
Target sequence (P07550 whole entry, looked up): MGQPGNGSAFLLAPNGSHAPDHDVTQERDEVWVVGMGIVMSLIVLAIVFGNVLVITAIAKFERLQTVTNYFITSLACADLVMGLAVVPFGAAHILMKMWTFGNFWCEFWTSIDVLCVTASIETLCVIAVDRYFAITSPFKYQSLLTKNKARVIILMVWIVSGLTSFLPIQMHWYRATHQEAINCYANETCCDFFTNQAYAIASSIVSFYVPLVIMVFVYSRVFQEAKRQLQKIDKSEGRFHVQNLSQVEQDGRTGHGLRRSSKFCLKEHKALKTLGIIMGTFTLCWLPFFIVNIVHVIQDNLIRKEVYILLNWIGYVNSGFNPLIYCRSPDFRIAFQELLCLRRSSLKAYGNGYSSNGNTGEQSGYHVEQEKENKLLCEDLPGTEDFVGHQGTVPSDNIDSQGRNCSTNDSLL
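Tango cell line, 1% FBS DMEM; cpd titration up to 46 microM; 18 hr, 37 degrees C, 5% CO2. Luciferin/ATP substrate mix added, 15 min RT, luminescence. %Activity, CRC fitting, curve-class categorization.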
p53null 39C tox = kills p53 null cells at the nonpermissive temperature; H1299 p53-null (neo) cells, 39C, ATPlite viability, 24 h; Potency, µM (doses to about 46.1 µM), for inactives: at the highest dose activity, negative = cell killing, usual class: cytotoxic; 0.97% of 55,000 active; AID 904;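 note: potency is the fitted concentration of half-maximal effect; 0% = DMSO only and -100% = full killing by 100 µM tamoxifen; nearly all actives have a fitted effect of over 50% in size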
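Following overnight plating at 37C (600 cells/well), H1299-neo or H1299-p53A138V cells are dosed up to 46 uM. Incubation lasts 24 hr at 39C before ATP detection.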
Numbers without * were called inactive; ? = inconclusive; [ ] = another dose, or the depositor's remark. Calls come from the whole dose curve; as a rule, active = well fitted curve in the direction sought with a large enough effect; inconclusive = small, poorly fitted or top-dose-only effect, or another doubt; inactive = no such curve, though single readings can be large; an effect the other way counts as inactive or inconclusive.

Results follow in this order: FH mod	GALK inhibitor	NTMT1 inhibitor	p53null 32C tox	PTAP-TSG101 blk	B2AR arrestin ag	p53null 39C tox
#1 COc1cc(-c2nc3cnccn3c2Nc2ccc(C(C)C)cc2)ccc1O
    1%	0%	0%	?	-2%	-1%	16µM*
#2 CCOc1ccc(CCNc2ncnc3onc(-c4ccc(F)cc4)c23)cc1OCC
    -3%	4%	-12%	?	-1%	0%	19%
#3 CCCCN(C)CCCNC(=O)C1CCN(c2nc3ccc(CC)cc3s2)CC1
    -5%	3%	?	?	-1%	1%	13µM*
#4 COc1ccc(/C=C(/C#N)c2nc(-c3ccc(Br)cc3)cs2)cc1
    -9%	-3%	20%	-7%	7%	0%	-29%
#5 CCCN(CCC)CC(O)Cn1cc(/C=C/C(=O)c2ccc(C)cc2)c2ccccc21 (stereo not drawn)
    -24%	1%	-14%	?	0%	-4%	?
#6 Cc1cccc(NC(=O)Cn2c(SCC(=O)NCc3ccccc3)nc3ccccc32)c1C
    1%	0%	-9%	-1%	-5%	1%	-10%
#7 CC(C)(C)c1ccc(C(=O)Nc2ccc(NC(=O)c3ccc(Cl)c(Cl)c3)cc2)cc1
    -11%	2%	-5%	-1%	0%	1%	0%
#8 Cc1ccc(C)c(CN2C(=O)c3ccccc3S(=O)(=O)c3ccc(C(=O)N4CCN(C)CC4)cc32)c1
    -13%	9%	11%	-9%	0%	1%	-14%
#9 CCC(=O)N1c2ccc(S(=O)(=O)N3CCCCCC3)cc2CC1C (stereo not drawn)
    -4%	0%	?	-4%	0%	0%	-14%
#10 Cc1ccc(Cl)cc1N1CCN(c2ncnc3onc(C)c23)CC1
    -18%	-2%	12%	43%[activator]	-2%	1%	13%
#11 CCOC(=O)c1cnc2c(C)cc(C)cc2c1NCCN1CCOCC1
    -17%	0%	-9%	-6%	0%	-2%	2%
#12 COc1cccc(NC(=O)Cn2c(=O)n(CC(=O)NCc3ccc(C)cc3)c(=O)c3sccc32)c1
    10%	7%	-8%	-19%	-1%	0%	-9%
#13 CCn1cc(CCC(=O)NCc2ccc(F)cc2)c2ccccc21
    -3%	3%	-5%	1%	0%	-1%	-29%
#14 COc1ccc(-c2cnc(NCc3ccc(C)cc3)n2C)cc1
    -12%	1%	-14%	-6%[9.22 µM]	-6%	-1%	-21%
#15 CSc1cccc(-c2nnc(NC(=O)c3ccc4c(c3)OCCO4)o2)c1
    ?	0%	4%	-24%	0%	0%	?
#16 Cc1nc(N2CCOCC2)c2c(C(=O)N3CCN(c4cc(Cl)ccc4C)CC3)c(C)oc2n1
    -11%	4%	-11%	8%	-1%	-1%	9%
#17 CC(=O)N1CCc2cc(S(=O)(=O)NC(CC(C)C)C(=O)NCc3ccccc3Cl)ccc21 (stereo not drawn)
    1%	0%	-2%	8%	0%	1%	-7%
#18 COc1ccc(C)cc1NC(=O)CSc1ccc(-c2ccccn2)nn1
    ?	2%	12%	-7%	-8%	2%	-15%
#19 Cc1ccc(NC(=O)C(=O)NCC(c2ccc3c(c2)OCO3)N2CCOCC2)cc1C (stereo not drawn)
    -2%	-6%	0%	-6%	-5%	0%	3%
#20 CCCCNC(=O)c1nn(-c2ccc(CC)cc2)nc1CO
    2%	-1%	-21%	2%	-1%	-1%	-29%
#21 Cc1ccc(/C=C/C(=O)Nc2ccc(S(N)(=O)=O)cc2)o1
    -4%	6%	?	-7%	0%	0%	-5%
#22 CCCCSc1nnc2c(n1)OC(C)N(C(C)=O)c1ccccc1-2 (stereo not drawn)
    -17%	3%	10%	-10%	-1%	-2%	-7%
#23 Cc1c(Cl)cccc1NC(=O)CSc1nc(=O)n(Cc2cccnc2)c2c1CCC2
    0%	-9%	-3%	-3%	-14%	-2%	0%
#24 CC(=O)c1cccc(NC(=O)Cc2ccc(NC(=O)N3CCCCc4ccccc43)cc2)c1
    -14%	0%	5%	15%	0%	1%	-14%
#25 Cc1ccc(NC(=O)c2sc(-n3nc(C)c(Cc4ccc(Cl)cc4)c3C)nc2C)cc1
    -3%	-1%	0%	7%	-1%	-3%	28%
#26 CCCCCn1c(=N)c(S(=O)(=O)c2ccccc2)cc2c(=O)n3cccc(C)c3nc21
    -3%	1%	14%	-4%	-9%	0%	-22%
#27 COc1cc(C(=O)Nc2ccc3nc4n(c(=O)c3c2)CCCCC4)cc(OC)c1OC
    -11%	7%	50µM*	-26%	-2%	-4%	?
#28 COc1cccc2cc(-c3nnc(Nc4ccccc4C)s3)c(=O)oc12
    3%	2%	-2%	-26%	6%	-2%	-2%
#29 CCOc1ccc(NC(=O)Cn2cc(C(=O)c3ccc(OCC)cc3)c(=O)c3cc4c(cc32)OCCO4)cc1
    0%	0%	-14%	-6%	3%	-1%	13%
#30 Cc1ccc(Cn2c(CNC(=O)Cc3cccc([N+](=O)[O-])c3)nc3cccnc32)cc1
    4%	1%	-28%	-5%	-4%	1%	0%
#31 CC(=O)c1ccc(N2CCN(C(=O)C3CCN(S(=O)(=O)c4cn(C)cn4)CC3)CC2)cc1
    -3%	3%	8%	3%	0%	1%	3%
#32 O=c1c2oc3ccccc3c2n(Cc2cccc(Cl)c2)c(=O)n1Cc1ccco1
    9%	-1%	8%	2%	-6%	3%	8%
#33 CCOc1ccc(-c2nn(CC(=O)NC3CCCC3)c3c2cnc2ccc(C)cc23)cc1
    -3%	2%	1%	2%	0%	-1%	4%
#34 O=c1cc(COc2ccccc2Cl)nc2scc(-c3ccccc3)n12
    -7%	9%	2%	1%	1%	0%	-14%
#35 O=C(Cn1c(=O)n(-c2ccccc2)c(=O)c2c3c(sc21)CCC3)c1ccc(F)cc1
    -15%	1%	5%	3%	-4%	1%	-8%
#36 COc1ccccc1OC(C)C(=O)Nc1ccc(-c2nc3ccccc3s2)cc1 (stereo not drawn)
    -9%	0%	-6%	-4%	6%	-4%	?
#37 COc1ccc(S(=O)(=O)n2nc(-c3ccco3)nc2NCc2ccc(N(C)C)cc2)cc1
    -18%	2%	1%	-2%	0%	-4%	-6%
#38 Clc1cccc(-n2ncc3c(NC4CCCCC4)ncnc32)c1
    ?	3%	?	?	-6%	-1%	?
#39 CC1=Nc2cc(C(=O)NC3CCCC3)ccc2Sc2ccc(C)cc21
    -24%	-10%	12%	1%	0%	1%	?
#40 COc1ccccc1C(=O)NC(=O)Nc1ccc(-c2cc(C(F)(F)F)nn2-c2ccccc2)cc1
    -19%	-1%	15%	-28%	-5%	0%	-12%
#41 Cc1ccc(-c2nc3ccccc3[nH]2)cc1NC(=O)COc1cccc(C)c1C
    12%	0%	-16%	-18%	-2%	0%	?
#42 Cc1ccccc1Nc1c(-c2ccccc2)nc2cccc(C)n12
    0%	2%	-3%	3%	0%	-2%	11%
#43 COc1ccc(-c2cn(-c3ccc(C)cc3)c(S(=O)(=O)CC(=O)Nc3ccccc3)n2)cc1
    -19%	0%	6%	11%	-3%	8%	5%
#44 O=C(NCC(c1ccc2c(c1)OCO2)N1CCOCC1)C(=O)Nc1cccc(Cl)c1 (stereo not drawn)
    -12%	-1%	?	-4%	-1%	-1%	9%
#45 CCCCNC(=O)CN1C(=O)COc2ccc(S(=O)(=O)N3CCCCCC3)cc21
    -12%	8%	-2%	-13%	4%	0%	5%
#46 CCOc1ccc(C(=O)N2CCC(c3nc4ccccc4o3)CC2)cc1
    -3%	0%	1%	-4%	-1%	-4%	-6%
#47 Cn1c(=O)c2c(nc(Oc3ccccc3)n2Cc2c(Cl)cccc2Cl)n(C)c1=O
    2%	0%	21%	0%	-6%	1%	-12%
#48 CCn1c(C(=O)N2CCCC(C(=O)NCCCOC)C2)cc2sccc21 (stereo not drawn)
    -1%	-3%	6%	-9%	-3%	0%	-4%
#49 CCN1c2ccccc2-c2nc(SCC(=O)Nc3cc(C)c(Cl)cc3OC)ncc2S1(=O)=O
    -8%	2%	-6%	3%	3%	2%	-4%
#50 O=C(Nc1ccccc1C(F)(F)F)N1CCC(CN2CCc3ccccc3C2)CC1
    -37%	1%	-1%	-4%	5%	0%	-6%
#51 COc1cc(C2CC(=O)Nc3c2c(=O)n(C)c(=O)n3C)cc(OC)c1OC (stereo not drawn)
    6%	0%	22%	9%	-2%	-2%	29%
#52 COc1ccc2oc(=O)cc(CN3CCN(Cc4ccccc4)CC3)c2c1
    -2%	0%	-15%	-6%	1%	0%	-18%
#53 Cc1ccc(-n2nc(C(=O)Nc3ccc(C)c(F)c3)c3c4ccccc4n(C)c3c2=O)cc1
    -4%	0%	9%	4%	-2%	1%	25%
#54 O=C(CN1C(=O)C2CCCCN2c2ccc(C(=O)N3CCCC3)cc21)NCc1ccccc1F (stereo not drawn)
    -11%	-4%	3%	3%	0%	3%	-15%
#55 Cc1ccc(C)c(S(=O)(=O)c2cn(Cc3ccccc3)c3cc(F)c(F)cc3c2=O)c1
    -24%	-2%	-16%	2%	36%[activator]	1%	-7%
#56 CCC(=O)N1CCc2cc(S(=O)(=O)NCCC(=O)Nc3cccc(C)c3C)ccc21
    3%	-1%	3%	8%	0%	1%	21%
#57 O=C(Cn1cc(S(=O)(=O)c2ccc(Cl)cc2)c(=O)c2ccccc21)Nc1ccc2c(c1)OCO2
    -4%	-2%	10%	5%	-3%	1%	-14%
#58 COc1ccccc1C(=O)Nc1c(C(=O)N(C)Cc2ccccc2)sc2nc(C)c(Cl)c(C)c12
    -16%	7%	3%	14%	-2%	0%	-1%
#59 Cc1ccc(-c2nc3ccc(Cl)cn3c2Nc2ccc3c(c2)OCCO3)o1
    -6%	-4%	?	8%	0%	5%	-12%
#60 CCc1ccccc1NC(=O)CCn1nc(C)c2c(C)n(-c3ccccc3)nc2c1=O
    -3%	4%	?	6%	1%	-1%	5%
#61 Cc1cccc(NC(=O)CSc2nnc3[nH]c(=O)cc(-c4ccccc4)n23)c1C
    -21%	4%	-7%	?	2%	0%	15%
#62 O=C(Nc1ccc(F)cc1F)c1cc(-c2ccc(Cl)cc2)on1
    2%	0%	-1%	-4%	-1%	0%	26%
#63 Cc1cccn2c(=O)cc(CSc3nnc(NC(=O)c4ccc(F)cc4)s3)nc12
    0%	-1%	-3%	-2%	-6%	0%	25%

Of the compounds above, 4 have a thiophene ring, fused or not:
Results follow in this order: FH mod	GALK inhibitor	NTMT1 inhibitor	p53null 32C tox	PTAP-TSG101 blk	B2AR arrestin ag	p53null 39C tox
#12 COc1cccc(NC(=O)Cn2c(=O)n(CC(=O)NCc3ccc(C)cc3)c(=O)c3sccc32)c1
    10%	7%	-8%	-19%	-1%	0%	-9%
#35 O=C(Cn1c(=O)n(-c2ccccc2)c(=O)c2c3c(sc21)CCC3)c1ccc(F)cc1
    -15%	1%	5%	3%	-4%	1%	-8%
#48 CCn1c(C(=O)N2CCCC(C(=O)NCCCOC)C2)cc2sccc21 (stereo not drawn)
    -1%	-3%	6%	-9%	-3%	0%	-4%
#58 COc1ccccc1C(=O)Nc1c(C(=O)N(C)Cc2ccccc2)sc2nc(C)c(Cl)c(C)c12
    -16%	7%	3%	14%	-2%	0%	-1%

This is a subset (hit frequency here may not be typical).
